12-LOX inh: inhibitors of human 12S-lipoxygenase ALOX12; P18054; purified 12hLO, xylenol orange hydroperoxide absorbance; Potency, µM (top dose mostly 108 µM), inactives show at the highest dose activity change, negative = inhibition, usual class: inhibitors; actives 1.1% (n = 580,000); AID 1671190; note: potency is the fitted concentration of half-maximal effect
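Hydroperoxide product was detected by ferrous iron/xylenol orange as the 573 to 405 nm absorbance ratio. Arachidonic acid at 40 uM (final) was turned over for 30 min at room temperature by 150 nM human 12hLO, pH 7.0 Hepes buffer, after 15 min compound preincubation.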
PI4K2A inh: blocks human PI4K2A kinase activity | Q9BTU6 | purified PI4K2A, ADP-Glo luminescence, 1 h; hits give low values | activity change, negative = inhibition, % at 76.9 µM | actives 0.13% (n = 420,000) | AID 1346378; in the data active = activity change below about -50%; inconclusive = mostly about -30% to -49%;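 note: -100% = wells without enzyme as full effect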
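PI4K2A activity was measured by ADP-Glo luminescence: enzyme (4 ug/mL stock) and phosphatidylinositol (1.2 mM stock) in Tris pH 7.5/MgCl2/EGTA/Triton X-100 buffer were reacted with ATP (300 microM stock) for one hour at ambient temperature.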
GLS inh: inhibitors of human glutaminase (GLS) | O94925 | GLS enzymatic activity, qHTS titration | Potency, µM (titrated, usually from 45.5 µM), for the others: at the highest dose activity change, negative = inhibition, actives largely listed as inhibitors | actives 0.21% (n = 410,000); note: potency is the fitted concentration of half-maximal effect
Target sequence (O94925 whole entry, looked up): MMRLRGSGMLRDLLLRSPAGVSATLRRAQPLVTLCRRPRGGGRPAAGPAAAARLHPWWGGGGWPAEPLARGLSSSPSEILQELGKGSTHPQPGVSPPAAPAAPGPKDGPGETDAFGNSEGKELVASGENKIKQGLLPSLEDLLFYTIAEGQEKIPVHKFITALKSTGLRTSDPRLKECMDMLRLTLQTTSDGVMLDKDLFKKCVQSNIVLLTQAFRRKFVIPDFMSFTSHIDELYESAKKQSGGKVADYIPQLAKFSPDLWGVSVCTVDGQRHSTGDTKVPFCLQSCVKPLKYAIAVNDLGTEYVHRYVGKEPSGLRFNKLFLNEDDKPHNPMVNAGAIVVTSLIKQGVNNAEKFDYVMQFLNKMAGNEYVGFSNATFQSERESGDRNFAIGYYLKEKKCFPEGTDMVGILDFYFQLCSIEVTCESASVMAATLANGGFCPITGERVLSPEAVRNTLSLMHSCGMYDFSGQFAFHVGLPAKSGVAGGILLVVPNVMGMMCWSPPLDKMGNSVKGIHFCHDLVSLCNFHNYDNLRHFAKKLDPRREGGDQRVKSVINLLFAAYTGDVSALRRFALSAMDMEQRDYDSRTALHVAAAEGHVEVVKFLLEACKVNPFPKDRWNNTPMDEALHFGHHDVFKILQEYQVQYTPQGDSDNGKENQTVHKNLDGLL
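Assay buffer: 45 mM KH2PO4 pH 8.2, 0.02% Tween-20. hKGA acts on L-glutamine (1 mM solution added); product glutamate is reported by an oxidase/peroxidase Amplex Red coupling, with fluorescence taken at baseline and 30 min.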
The depositor's hits bear a star; ? = inconclusive; [ ] = another dose, or the depositor's remark. Unless noted, calls come from the whole dose curve; as a rule, active = well fitted inhibition curve with a large enough effect; inconclusive = small, poorly fitted or top-dose-only effect, or another doubt; inactive = no such curve, though single readings can be large or run the other way. Unless noted, % is set by controls: 0 for no effect and ±100 for the full control effect. The list is partial; the hit share may differ from the screen's.

SMILES | 12-LOX inh | PI4K2A inh | GLS inh
COc1ccc2c(c1)C(=O)O[C@@H](c1ccccc1)C[C@@H](O)C(=O)CC2 | 0% | 0 | -4%
COc1cc(NC(=O)C2(C)CCCN(C(C)C)C2)cc(OC)c1OC (centres undefined) | 11% | -3 | 17%
CCCCN(C(C)=O)c1c(CC)nc2ccc(C(=O)NCCCN(C)C)cn12 | 10% | 3 | -2%
COCCN1C[C@@H](CO)O[C@@H](n2cnc3c(NC(C)C)ncnc32)C1 | -22% | -1 | -2%
CCCS(=O)(=O)NC(=O)C1(C)CCCN(C(=O)c2c(F)cccc2F)C1 (centres undefined) | 1% | 1 | 8%
COc1ccc(-c2noc(CN(C)C(=O)CCCN3C(=O)[C@H]4CC=CC[C@H]4C3=O)n2)cc1 | 10% | -1 | -6%
CS(=O)(=O)c1ccc(-c2cc(NC=O)c3ncc(-c4ccc(F)cc4)n3c2)cc1 | 0% | -4 | 0%
O[C@H]1C[C@H](c2ccc(Cl)cc2)N(CC2CCCCC2)C[C@@H]1n1cc(C2CC2)nn1 | ? | 2 | -12%
C[C@@H]1CN([C@@H](C)CO)C(=O)CCCn2nncc2CO[C@H]1CN(C)S(=O)(=O)c1ccccc1C#N | -13% | -1 | -8%
O=C(NCc1ccccc1Cl)c1csc([C@H]2C[C@H](O)[C@@H](CO)O2)n1 | 12% | -2 | 12%
CC(=O)Nc1cccc(C(=O)NNC(=O)c2ccc(NS(=O)(=O)c3cccs3)cc2)c1 | -25% | -7 | 4%
O=C(O)CSCC(=O)NC1CCSC1=O (centres undefined) | ? | 4 | -4%
CCCCC(=O)N(C)c1c(C)nc2ccc(C(=O)N(C)CCN(C)C)cn12 | 7% | -1 | 0%
CC(C)C[C@H]1CN(CCCC[C@H]2CNC(=O)C(=O)N2CCC2CCCCC2)C(=O)C(=O)N1CCc1ccccc1 | -8% | 6 | 0%
CC1(C(=O)Nc2ccc3nc[nH]c3c2)CCN1C(=O)C1(c2ccccc2)CCCC1 (centres undefined) | 2% | 1 | -4%
CCOc1ccc(NC(=O)c2ccc3c(c2)S(=O)(=O)N=C2CCCCCN23)cc1 | 18% | 3 | 0%
CN(C)c1ccc(-c2ccnc3c2CC(C)(C(=O)NCc2cccs2)O3)cc1 (centres undefined) | -16% | -7 | 75%[activator]
CN1OC[C@@H]2CN(C(=O)C(C)(C)C)[C@H](c3ccc(-c4cc5ccccc5o4)cc3)C[C@@H]21 | -40% | 2 | -8%
CCOC(=O)C1=CCN(S(=O)(=O)c2ccccc2)C1c1ccc(Cl)cc1 (centres undefined) | ? | 1 | -7%
O=C(NCc1ccc(Cl)c(Cl)c1)c1cc(C2CCCCN2C(=O)c2cccs2)on1 (centres undefined) | ? | -6 | 3%
COc1ccccc1N1CC(C(=O)OCC(=O)c2c(N)n(C)c(=O)n(C)c2=O)CC1=O (centres undefined) | 4% | 4 | -2%
COc1cccc(C(C)(O)c2nc(-c3ccccc3)cs2)c1 (centres undefined) | -14% | -1 | -9%
O=C(OCc1ccccc1)N1CCC2CC1c1cc(N3CCN(C(=S)NCCc4ccccc4)CC3)ccc12 (centres undefined) | 20µM* | 0 | 9%
COc1cccc(C#Cc2cnc3c(c2)C(=O)N([C@@H](C)CO)C[C@H](C)[C@H](CN(C)C(=O)C2CCC2)O3)c1 | ? | -12 | -2%
NC(Cc1ccc(Cl)cc1)c1csc(Nc2ccc(C(=O)c3ccccc3)cc2)n1 (centres undefined) | ? | 0 | 9%

(listing goes on)
SMILES | 12-LOX inh | PI4K2A inh | GLS inh
CC(CC(=O)c1ccccc1)=NCCCN=C(C)CC(=O)c1ccccc1 | -4% | 0 | 0%
Cn1nccc1-c1ccc(C(=O)Nc2cccc(NS(C)(=O)=O)c2)c2occc12 | 1% | -3 | 11%
COc1ccc(NC(=O)N2C[C@H]3CON(C)[C@H]3C[C@H]2c2ccc(N3CCCCC3)cc2)cc1 | -8% | -1 | 9%
CC(=O)Nc1cccc(-c2ccnc3c2CC(C(=O)Nc2ccc(C(C)C)cc2)O3)c1 (centres undefined) | -3% | 6 | 2%
Cc1cccc(C)c1-n1nnnc1SCc1nc(N)nc(N(C)C)n1 | 13% | 3 | 7%
COc1cc(OC)cc(C2=Cc3ccccc3C(CC(C)=O)N2c2ccc(C#CCCO)cc2)c1 (centres undefined) | ? | 0 | 12%
C=CCOC(=O)N1CCC2CC1c1c(-c3ccc(C(F)(F)F)cc3)cccc12 (centres undefined) | -9% | -1 | -4%
O=C(CCNS(=O)(=O)c1ccccc1)OCc1ccc([N+](=O)[O-])cc1 | -5% | -3 | 0%
O=C1NCCc2onc(-c3ccc(Br)cc3)c21 | -2% | 1 | 5%
NC(=S)NN=Cc1cc(-c2cccc(N)c2)ccn1 | 0% | -6 | 41%[activator]
CCCN(C)C[C@H]1Oc2cc(C#Cc3ccc(F)cc3)ccc2S(=O)(=O)N([C@H](C)CO)C[C@@H]1C | ? | 8 | -5%
O=C(Cn1cc(COc2ccc(Cl)c(Cl)c2)nn1)NS(=O)(=O)c1ccccc1C(F)(F)F | 0% | 4 | 26%
CCOC(=O)c1c(-c2ccc(OC)cc2)oc2c1C(OC(C)=O)CCC2 (centres undefined) | -13% | 5 | 0%
O=C1CCN(C(=O)Cc2ccccc2)c2ccccc21 | 11% | -3 | 7%
O=C(O)c1ccccc1-c1ccc([N+](=O)[O-])cc1Cl | -17% | 3 | 4%
CCCS(=O)(=O)NC(=O)C1(C)CCN(C(=O)COc2ccc(Cl)cc2Cl)C1 (centres undefined) | 0% | 0 | -1%
Cc1cc(C)n2nc(C(=O)OCC(=O)Nc3ccc(Cl)cc3)nc2n1 | ? | 1 | 0%
O=C1NC(=O)C2(CCCc3c([N+](=O)[O-])cccc32)N1 (centres undefined) | -9% | -4 | 13%
C[C@@H]1CN([C@@H](C)CO)S(=O)(=O)c2ccc(Br)cc2O[C@@H]1CN(C)Cc1cccnc1 | 5% | -8 | -7%
CN(C)CCNC(=O)c1cccc(-c2cnc3c(NC=O)cc(-c4ccc(F)cc4)cn23)c1 | -1% | -7 | 15%
C(=C\c1ccccc1)/CN1CCN(C(c2nnnn2-c2ccc3c(c2)OCCO3)C2CC2)CC1 (centres undefined) | -29% | 0 | 3%
COc1ccccc1N1CCN(C(=O)CN(C)S(=O)(=O)c2ccc(C)cc2)CC1 | -7% | 3 | 9%
CCOC(=O)c1ccc(NC(=O)c2nc[nH]c2C(=O)NC[C@H](C)O)cc1 | 37%[activator] | 8 | 5%
O=C(NCc1ccc2c(c1)OCO2)c1[nH]c(C(F)(F)F)nc1-c1ccccc1 | -13% | 2 | -4%
COc1cc(C(=O)N2CCCC(c3cc(C(=O)NCc4ccc(F)cc4)no3)C2)cc(OC)c1C (centres undefined) | -2% | 7 | -8%

Next section.
SMILES | 12-LOX inh | PI4K2A inh | GLS inh
CCC[C@H]1CN(c2ccc(OC)cc2)C(=O)[C@@H]1CC(=O)Nc1ccccc1 | 17% | 6 | -6%
CCOC(=O)CCCCCC(=O)Nc1ccc2c(c1)C(=O)N([C@@H](C)CO)C[C@H](C)[C@H](CN(C)C(=O)Nc1ccc(F)cc1)OCCCC[C@H](C)O2 | -10% | -7 | 2%
COc1cc(CNC[C@H]2O[C@@H](n3ccc(N)nc3=O)[C@H](O)[C@@H]2O)ccc1OCc1cccc(Cl)c1 | -11% | -4 | -1%
Cc1ccccc1C(=O)N(C)[C@H]1C[C@H]2c3[nH]c4ccccc4c3CCN2C[C@H]1[C@H](C)O | 2% | -3 | 4%
CC(=O)Oc1ccc(Cn2c(C)c(C(=O)NC3CC3)sc2=O)cc1 | -11% | 1 | 4%
C[C@@H]1CN([C@H](C)CO)S(=O)(=O)c2ccc(C#Cc3cccc(F)c3)cc2O[C@@H]1CN(C)C(=O)CN1CCOCC1 | -6% | -2 | -11%
CC1(C(=O)NS(=O)(=O)c2ccccc2Cl)CCN1C(=O)CCc1ccccc1 (centres undefined) | ? | -5 | 4%
CC(C)(C)NC(=O)C1c2ccccc2OCC(=O)N1Cc1ccc2c(c1)OCO2 (centres undefined) | -29% | -3 | 2%
CC(=O)Nc1cccc(-c2ccnc3c2CC(C(=O)Nc2cccc(Oc4ccccc4)c2)O3)c1 (centres undefined) | ? | -4 | 5%
COc1cc(F)ccc1-c1cc(C(=O)NCc2ccc(F)cc2)[nH]n1 | -3% | -1 | 1%
OC[C@@H]1CN(Cc2cccnc2)C[C@H](n2cnc3c(N4CCOCC4)ncnc32)O1 | -6% | -5 | 5%
Cc1cc(C(O)c2ncc(-c3cccc4ccccc34)[nH]2)ccc1F (centres undefined) | ? | -2 | 9%
CC(C)(C)c1cc2nc(NCCOc3ccccc3)ccn2n1 | -3% | -7 | -3%
CN(C)CCNc1ncnc2c1ncn2[C@H]1CN(Cc2cccnc2)C[C@@H](CO)O1 | -3% | -5 | 6%
O=C(OCC(=O)N1CCC(Cc2ccccc2)CC1)c1ccc(O)cc1 | 6% | 6 | -5%
CCC(CC)C(=O)N(C)c1c(C)nc2c(OCCOc3ccc(F)cc3)cccn12 | -9% | 1 | 4%
CN(C)c1cc(NC(=O)CNC(C)(C)C)c(O)c2c1C[C@@H]1C[C@H]3[C@H](N(C)C)C(=O)C(C(N)=O)=C(O)[C@@]3(O)C(=O)C1=C2O | -29%[57.4 µM] | -8 | 6.3µM*
NC(=O)c1cccc(-c2csc(C(O)c3ccccc3)n2)c1 (centres undefined) | -1% | 2 | 5%
CSc1ccc(CN2CCC(C)(Oc3ccc(F)cc3)C2)cc1 (centres undefined) | ? | 0 | 22%
CCN(CC)C(=O)C1=C(C)N(Cc2ccc(F)cc2)C(=O)C(CC(=O)NCc2cccc3ccccc23)C1 (centres undefined) | ? | 5 | 3%
CCc1nc2c(OCCn3cccc3)cccn2c1N(C)C(=O)CC(C)C | -12% | 1 | 2%
C[C@H]1CN([C@@H](C)CO)C(=O)CCCn2nncc2CO[C@@H]1CN(C)C(=O)NC1CCCCC1 | 5% | -4 | 1%
COc1ccc(-n2ncc(C(C)NS(=O)(=O)c3cc(C)sc3C)c2C)cc1 (centres undefined) | -5% | -1 | -5%
C[C@@H]1CN([C@H](C)CO)C(=O)CCCn2nncc2CO[C@@H]1CN(C)S(=O)(=O)c1ccccc1 | 0% | 1 | -5%
CSC[C@H]1CN(CCc2ccccc2)C(=O)[C@@H]1CC(=O)Nc1ccccc1 | 5% | -1 | -6%
COc1cc(OC)nc(C(NC(=O)C2CCN(Cc3ccc(Oc4ccccc4)cc3)CC2)c2ccccc2C)n1 (centres undefined) | ? | -5 | -14%
COc1cccc(NC(=O)C2CCN(S(=O)(=O)c3ccc(N4CCCC4=O)cc3)CC2)c1 | 3% | -5 | 2%
CN1CCC(N2CCN(C3CN(Cc4cn(Cc5ccc(C(F)(F)F)cc5)nn4)S(=O)(=O)C3)CC2)CC1 (centres undefined) | ? | -11 | 0%

Assay outcomes as filed in PubChem.
